MC4R antagonist: human MC4R antagonism in cAMP assay; P32245; MC4R-expressing cells, MTII-stimulated cAMP, LANCE TR-FRET; inhibition, % at 6.5 µM; 0.48% of 360,000 active; AID 540295;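 active means inhibition above its plate's cutoff, the mean of tested wells on that plate plus 3 SD, cut at about 29% in these data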;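 further: 0% = Melanotan II alone and 100% = Melanotan II plus saturating MCL0020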
Target sequence (P32245 whole entry, looked up): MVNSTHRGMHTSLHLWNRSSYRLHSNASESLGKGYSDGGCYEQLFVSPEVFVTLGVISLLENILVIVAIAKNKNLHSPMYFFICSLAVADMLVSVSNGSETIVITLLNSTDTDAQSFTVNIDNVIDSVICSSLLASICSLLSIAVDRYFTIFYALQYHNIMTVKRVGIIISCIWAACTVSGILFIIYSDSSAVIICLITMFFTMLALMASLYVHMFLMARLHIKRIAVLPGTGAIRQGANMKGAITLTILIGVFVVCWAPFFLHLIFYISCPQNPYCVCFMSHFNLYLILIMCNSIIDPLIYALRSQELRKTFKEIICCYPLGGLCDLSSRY
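Material: U2OS-MC4R stable cell line | Reagent: Melanotan II challenge after compound preincubation | Doses: One concentration, 6.5 µM nominal | Incubation: 30-min compound preincubation, 1-h Melanotan II challenge, 1-h detection, room temperature | Signal: TR-FRET cAMP assay | Replicates: One well per compound, no replicates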
TLR9-MyD88 inh: blocks human TLR9 binding to MyD88. CHO BLA complementation TLR9-MyD88, CCF4 FRET ratio. inhibition, % at 4.98 µM. AID 504734. Q9NR96+Q99836. 0.21% of 340,000 active;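 active means inhibition above the mean over all tested compounds plus 3 SD, cut at about 21% in these data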;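 further: 0% = DMSO only wells and 100% = clavulanate BLA inhibitor control wells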
m5-HT2A agonist: activates the mouse 5-HT2A serotonin receptor. P35363. CHO-K1 mHTR2A beta-arrestin complementation, luminescence; percent of 30 µM serotonin response. activation, % at 7.6 µM. 0.66% of 360,000 active. AID 624169;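 active means activation above a run cutoff, the mean activation of all tested compounds plus 3 SD, cut at about 14% in these data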;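 further: 0% = plate median of compound wells and 100% = 30 µM serotonin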
Target sequence (P35363 whole entry, looked up): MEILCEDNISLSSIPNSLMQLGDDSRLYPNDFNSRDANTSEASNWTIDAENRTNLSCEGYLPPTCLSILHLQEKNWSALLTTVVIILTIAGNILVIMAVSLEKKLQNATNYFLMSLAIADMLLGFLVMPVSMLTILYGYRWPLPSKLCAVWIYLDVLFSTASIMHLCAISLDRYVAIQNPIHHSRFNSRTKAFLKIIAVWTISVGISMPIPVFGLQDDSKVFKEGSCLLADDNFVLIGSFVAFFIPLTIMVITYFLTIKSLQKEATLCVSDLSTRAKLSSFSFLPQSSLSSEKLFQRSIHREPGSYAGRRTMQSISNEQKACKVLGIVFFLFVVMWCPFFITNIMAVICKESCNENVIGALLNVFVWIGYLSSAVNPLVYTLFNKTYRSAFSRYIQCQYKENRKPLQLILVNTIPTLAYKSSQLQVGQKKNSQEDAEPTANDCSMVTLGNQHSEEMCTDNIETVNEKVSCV
ABCB6 inh MLPCN: blocks the human ABCB6 transporter; Q9NP58; K562-ABCB6 porphyrin accumulation, flow cytometry, 1 h; hits give low values; fluorescence ratio to DMSO, % at 10 µM; 0.19% of 360,000 active;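 active means fluorescence ratio to DMSO below 75%, the collection mean minus 3 SD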;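 further: signal is porphyrin accumulated inside mitochondria; 100% equals median channel fluorescence of DMSO control wells; lower ratio means ABCB6 inhibition with less porphyrin fluorescence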
H9c2 protect: modulators protecting cardiomyocytes from myocardial damage; 0.63% of 360,000 active; AID 588492; H9c2 cardiomyocytes, H2O2 injury protection, ATPLite, 2 h; protection from H2O2 cell death, % at 20 µM;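 active means compounds giving at least 50% protection of heart cells from peroxide-induced death in the single-dose screen, raw or plate-pattern-corrected value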;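 further: 0% = DMSO wells with peroxide and 100% = DMSO wells without peroxide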
NOD2-RIPK2 inh: inhibitors of human NOD2-RIPK2 interaction; inhibition, % at 4.98 µM; AID 624267; CHO BLA complementation NOD2-RIPK2, CCF4 ratio; 0.38% of 360,000 active; O43353; in the data active means inhibition above about 21%;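 further: 0% = vehicle only and 100% = reference blocker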
NCOA2 inhibitor: human SRC2 (NCOA2) inhibition | Q15596 | HEK293 GAL4-SRC2 luciferase reporter, luminescence | inhibition, % at 9 µM | 0.17% of 370,000 active | AID 651957;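 active means inhibition above the mean inhibition of all tested compounds plus 3 SD, set per campaign, cut at about 52% in these data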;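 further: 0% = DMSO treated cells and 100% = cells given Gossypol at 36 µM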
MC4R ag barr: human MC4R agonism via beta-arrestin; 0.98% of 360,000 active; U2OS MC4R beta-arrestin complementation, luminescence; percent of melanotan II response, DMSO zero; activation, % at 8.9 µM; AID 540308;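 active means activation above a per-plate cutoff, the mean activation of sample wells on that plate plus 3 SD, cut at about 8% in these data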
Glyco luc inh: N-linked glycosylation inhibition; 0.23% of 360,000 active; D54 ERlucT glycosylation luciferase reporter, 24 h; percent of 100 nM tunicamycin response; AID 588692; reporter increase, % at 12.5 µM;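 active means mean luciferase reporter signal, scaled so untreated is 0 and the glycosylation-blocking control 100, at or above a set limit in every replicate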;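 further: luciferase carries N-glycosylation sites so blocking glycosylation raises the light; 0% = median of neutral control wells and 100% = median of 100 nM tunicamycin wells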
ABHD5 PLIN5 PPI: inhibitors of human ABHD5-perilipin-5 interaction. AID 602281. inhibition, % at 4 µM. 0.78% of 360,000 active. Split G. princeps luciferase complementation, luminescence, 4 h. Q00G26+Q8WTS1;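 active means inhibition above the mean inhibition across every tested compound plus 3 SD, cut at about 22% in these data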;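 further: 0% = DMSO only wells and the 100% control is not disclosed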
The depositor's hits bear a star; & = joins results of further samples.

Results for Cn1c(=NC(=O)C2CCN(S(=O)(=O)c3cccs3)CC2)sc2ccccc21 ?
MC4R antagonist: 1&4; TLR9-MyD88 inh: -4&1; m5-HT2A agonist: 0&-4; ABCB6 inh MLPCN: 99&100; H9c2 protect: -2&-16; NOD2-RIPK2 inh: -2&-3; NCOA2 inhibitor: 6&-25; MC4R ag barr: 3.9&3.5; Glyco luc inh: -1; ABHD5 PLIN5 PPI: -2&1

How did O=C(NCc1ccc2c(c1)OCO2)C1CCN(c2nccc(C(F)(F)F)n2)CC1 do in these assays?
MC4R antagonist: 5; TLR9-MyD88 inh: -5; m5-HT2A agonist: 2; ABCB6 inh MLPCN: 95; H9c2 protect: -1; NOD2-RIPK2 inh: -3; NCOA2 inhibitor: 1; MC4R ag barr: -0.4; Glyco luc inh: 1; ABHD5 PLIN5 PPI: -1

What do the screens show for `C=CCn1c(=O)c2ccccc2n2c(SCc3nc4ccccc4s3)nnc12`?
MC4R antagonist: 11; TLR9-MyD88 inh: 8; m5-HT2A agonist: 0; ABCB6 inh MLPCN: 94; H9c2 protect: 1; NOD2-RIPK2 inh: -5; NCOA2 inhibitor: -33; MC4R ag barr: -1.0; Glyco luc inh: -3; ABHD5 PLIN5 PPI: 0

Results for O=C1NC[C@H](CCCCN2C[C@H](Cc3ccc(O)cc3)N(CC3CCCCC3)C(=O)C2=O)N(CCC2CCCCC2)C1=O ?
m5-HT2A agonist: 3; ABCB6 inh MLPCN: 94; NOD2-RIPK2 inh: -10; NCOA2 inhibitor: 28; ABHD5 PLIN5 PPI: 17

Results for COc1ccc2sc3ccccc3c(=O)c2c1 ?
MC4R antagonist: 4; TLR9-MyD88 inh: -8; m5-HT2A agonist: -4; ABCB6 inh MLPCN: 104; H9c2 protect: -19; NOD2-RIPK2 inh: -14; NCOA2 inhibitor: -35; MC4R ag barr: -0.5; Glyco luc inh: 0; ABHD5 PLIN5 PPI: 8

How did Cc1ccc(-n2nnnc2-c2cccc(C)c2)cc1 do in these assays?
MC4R antagonist: 0; TLR9-MyD88 inh: 1; m5-HT2A agonist: 0; ABCB6 inh MLPCN: 99; H9c2 protect: -1; NOD2-RIPK2 inh: -9; NCOA2 inhibitor: 8; MC4R ag barr: -2.6; Glyco luc inh: -2; ABHD5 PLIN5 PPI: -1

How did COC(=O)c1cc(C(=O)c2ccc(Cl)cc2)n2c(=O)/c(=C\N(C)C)sc12 do in these assays?
MC4R antagonist: 4; TLR9-MyD88 inh: -12; m5-HT2A agonist: 3; ABCB6 inh MLPCN: 95; H9c2 protect: 6; NOD2-RIPK2 inh: -2; NCOA2 inhibitor: 6; MC4R ag barr: 1.4; Glyco luc inh: -11; ABHD5 PLIN5 PPI: 7

Results for N#Cc1ccc(CSc2nnc(Cc3cccs3)n2Cc2ccco2)cc1 ?
MC4R antagonist: 10; TLR9-MyD88 inh: -2; m5-HT2A agonist: 4; ABCB6 inh MLPCN: 106; H9c2 protect: -1; NOD2-RIPK2 inh: 4; MC4R ag barr: -1.4; Glyco luc inh: -2; ABHD5 PLIN5 PPI: 20

How did COc1ccc(C(C(=O)NC2CCCCC2)N(Cc2ccco2)C(=O)c2snc(C(N)=O)c2N)cc1 (configuration not stated) do in these assays?
MC4R antagonist: 3; TLR9-MyD88 inh: -2; m5-HT2A agonist: 8; ABCB6 inh MLPCN: 85; H9c2 protect: 30; NOD2-RIPK2 inh: 0; NCOA2 inhibitor: 11; MC4R ag barr: -0.1; Glyco luc inh: -6; ABHD5 PLIN5 PPI: 2

How did Cc1ccc(S(=O)(=O)NC(=O)c2ccccc2)cc1C(C)C do in these assays?
MC4R antagonist: 5; TLR9-MyD88 inh: -2; m5-HT2A agonist: 1; ABCB6 inh MLPCN: 100; H9c2 protect: 5; NOD2-RIPK2 inh: 7; NCOA2 inhibitor: -7; MC4R ag barr: 0.5; Glyco luc inh: 1; ABHD5 PLIN5 PPI: -6

Results for CCc1ccc(CN(C(=O)c2oc3ccccc3c2C)C2CCS(=O)(=O)C2)cc1 (configuration not stated) ?
MC4R antagonist: 1; TLR9-MyD88 inh: 5; m5-HT2A agonist: 15*; ABCB6 inh MLPCN: 96; H9c2 protect: -5; NOD2-RIPK2 inh: 1; NCOA2 inhibitor: -13; MC4R ag barr: 1.6; Glyco luc inh: -2; ABHD5 PLIN5 PPI: 4

How did Fc1ccc(-n2c(=S)[nH]c3cccnc32)cc1 do in these assays?
MC4R antagonist: -11; TLR9-MyD88 inh: 0; m5-HT2A agonist: 14; ABCB6 inh MLPCN: 78; H9c2 protect: -1; NOD2-RIPK2 inh: 3; NCOA2 inhibitor: -2; MC4R ag barr: -0.9; Glyco luc inh: 1; ABHD5 PLIN5 PPI: -12

What do the screens show for `CCN(CC)S(=O)(=O)c1ccc(C)c(NC(=O)Cn2c(=O)cnc3ccccc32)c1`?
MC4R antagonist: 11; TLR9-MyD88 inh: -13; m5-HT2A agonist: -3; ABCB6 inh MLPCN: 100; H9c2 protect: -9; NOD2-RIPK2 inh: 2; NCOA2 inhibitor: -4; MC4R ag barr: -2.4; Glyco luc inh: -1; ABHD5 PLIN5 PPI: -9

What do the screens show for `CCN(CC)S(=O)(=O)c1ccc(Cl)c(NC(=O)c2ccccc2C)c1`?
MC4R antagonist: 6; TLR9-MyD88 inh: 6; m5-HT2A agonist: 8; ABCB6 inh MLPCN: 97; H9c2 protect: -12; NOD2-RIPK2 inh: -8; NCOA2 inhibitor: -15; MC4R ag barr: -0.9; Glyco luc inh: -1; ABHD5 PLIN5 PPI: -4

What do the screens show for `CCCCc1cc(=O)oc2c(C)c(OCC(=O)NCc3ccccn3)ccc12`?
MC4R antagonist: 4; TLR9-MyD88 inh: 11; m5-HT2A agonist: 14; ABCB6 inh MLPCN: 101; H9c2 protect: 4; NOD2-RIPK2 inh: -23; NCOA2 inhibitor: -2; MC4R ag barr: -3.1; Glyco luc inh: -1; ABHD5 PLIN5 PPI: 3

What do the screens show for `COc1ccc(/C=C2\CCc3ccccc3C2=O)c(OC)c1OC`?
MC4R antagonist: 3; TLR9-MyD88 inh: -1; m5-HT2A agonist: 3; ABCB6 inh MLPCN: 95; H9c2 protect: -7; NOD2-RIPK2 inh: -24; NCOA2 inhibitor: -12; MC4R ag barr: 1.7; Glyco luc inh: -3; ABHD5 PLIN5 PPI: -1

Results for O=S(=O)(NCCCN1CCOCC1)c1ccc(Cl)cc1 ?
MC4R antagonist: 4; TLR9-MyD88 inh: 0; m5-HT2A agonist: -5; ABCB6 inh MLPCN: 89; H9c2 protect: -4; NOD2-RIPK2 inh: 3; NCOA2 inhibitor: -21; MC4R ag barr: 2.4; Glyco luc inh: 0; ABHD5 PLIN5 PPI: 1

Results for O=c1cc(CSc2ccc(Cl)cc2)nc2nc[nH]n12 ?
MC4R antagonist: 1; TLR9-MyD88 inh: 8; m5-HT2A agonist: 3; ABCB6 inh MLPCN: 94; H9c2 protect: 9; NOD2-RIPK2 inh: 0; NCOA2 inhibitor: -32; MC4R ag barr: 0.9; Glyco luc inh: 1; ABHD5 PLIN5 PPI: 11

What do the screens show for `CN1c2ccc(Cl)cc2C(=O)NC1C1CC=CCC1` (configuration not stated)?
MC4R antagonist: 2; TLR9-MyD88 inh: 5; m5-HT2A agonist: 4; ABCB6 inh MLPCN: 96; H9c2 protect: 0; NOD2-RIPK2 inh: -8; NCOA2 inhibitor: 9; MC4R ag barr: -2.3; Glyco luc inh: -1; ABHD5 PLIN5 PPI: 10

How did CCN1CC(CN(C)Cc2cn(-c3ccc(C)cc3)nc2-c2ccc(F)cc2)CC1=O (configuration not stated) do in these assays?
MC4R antagonist: 11; TLR9-MyD88 inh: 7; m5-HT2A agonist: -2; ABCB6 inh MLPCN: 93; H9c2 protect: 14; NOD2-RIPK2 inh: 1; NCOA2 inhibitor: 10; MC4R ag barr: -2.4; Glyco luc inh: -2; ABHD5 PLIN5 PPI: 6

Results for COc1ccccc1NC(=O)CSc1nc2sc(C)c(C)c2c(=O)n1C ?
MC4R antagonist: 4; TLR9-MyD88 inh: 3; m5-HT2A agonist: -3; ABCB6 inh MLPCN: 100; H9c2 protect: -9; NOD2-RIPK2 inh: -1; NCOA2 inhibitor: -5; MC4R ag barr: -0.8; Glyco luc inh: 0; ABHD5 PLIN5 PPI: -1

How did CC(=O)c1cccc(NC(=O)NC(C)c2ccc3c(c2)OCO3)c1 (configuration not stated) do in these assays?
MC4R antagonist: -1; TLR9-MyD88 inh: -8; m5-HT2A agonist: -4; ABCB6 inh MLPCN: 103; H9c2 protect: -1; NOD2-RIPK2 inh: -11; NCOA2 inhibitor: 26; MC4R ag barr: -2.2; Glyco luc inh: 1; ABHD5 PLIN5 PPI: 4

Results for CCCn1nnc2sc3c(c2c1=O)CCC(C)C3 (configuration not stated) ?
MC4R antagonist: -8; TLR9-MyD88 inh: 8; m5-HT2A agonist: 4; ABCB6 inh MLPCN: 101; H9c2 protect: -12; NOD2-RIPK2 inh: 5; NCOA2 inhibitor: -39; MC4R ag barr: 1.6; Glyco luc inh: 0; ABHD5 PLIN5 PPI: 4

What do the screens show for `COc1ccc(C(O)c2nc3ccccc3n2C)cc1OC` (configuration not stated)?
MC4R antagonist: -27; TLR9-MyD88 inh: 7; m5-HT2A agonist: 5; ABCB6 inh MLPCN: 88; H9c2 protect: -9; NOD2-RIPK2 inh: 1; NCOA2 inhibitor: -8; MC4R ag barr: 0.6; Glyco luc inh: 2; ABHD5 PLIN5 PPI: 8

What do the screens show for `O=C(NCC(=O)N(CC1CCCO1)C(C(=O)NC1CCCC1)c1ccc(F)cc1)c1ccco1` (configuration not stated)?
MC4R antagonist: -2; TLR9-MyD88 inh: -8; m5-HT2A agonist: -2; ABCB6 inh MLPCN: 96; H9c2 protect: -3; NOD2-RIPK2 inh: 2; NCOA2 inhibitor: -7; MC4R ag barr: -2.4; Glyco luc inh: 1; ABHD5 PLIN5 PPI: -9

What do the screens show for `CC(OC(=O)c1ccc2c(=O)n3c(nc2c1)CCC3)C(=O)Nc1ccc(C(N)=O)cc1` (configuration not stated)?
MC4R antagonist: 4; TLR9-MyD88 inh: 0; m5-HT2A agonist: -3; ABCB6 inh MLPCN: 91; H9c2 protect: -4; NOD2-RIPK2 inh: -2; NCOA2 inhibitor: -12; MC4R ag barr: 0.0; Glyco luc inh: 0; ABHD5 PLIN5 PPI: 6

What do the screens show for `O=C(CSc1n[nH]c(-c2ccccc2Br)n1)NCCN1C(=O)CSC1=O`?
MC4R antagonist: 12; TLR9-MyD88 inh: 6; m5-HT2A agonist: -1; ABCB6 inh MLPCN: 98; H9c2 protect: 0; NOD2-RIPK2 inh: 5; NCOA2 inhibitor: -23; MC4R ag barr: -0.6; Glyco luc inh: 2; ABHD5 PLIN5 PPI: 0

Screening results deposited in PubChem by several laboratories.

Not all compounds are listed (hit frequency here may not be typical).
